Screens: PubChem, several laboratories
MLLE-PAM2 inh = inhibitors of PABP1 MLLE–PAM2 peptide binding, primary screen, biochemical, fluorescence polarization, FITC-PAM2, GST-MLLE; inhibition, % at 20 µM; AID 588489, 2011; 360,000 tested, 0.36% active; in the data active = inhibition above about 35%, passing the limit was not always enough;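 also: plate controls were DMSO wells with GST-MLLE for no effect and wells lacking GST-MLLE protein for full effect; some results filed as inactive read as strong as hits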
Rin1-Abl PPI inh = inhibitors of Rin1-Abl protein binding, primary screen, biochemical, TR-FRET; Tyrosine-protein kinase ABL1 (Homo sapiens) + Ras and Rab interactor 1 (Homo sapiens), …; inhibition, % at 7.35 µM; 360,000 tested, 0.4% active; AID 588664, 2011; in the data active = inhibition above about 5%, passing the limit was not always enough
Target sequence (P00519 whole entry, looked up): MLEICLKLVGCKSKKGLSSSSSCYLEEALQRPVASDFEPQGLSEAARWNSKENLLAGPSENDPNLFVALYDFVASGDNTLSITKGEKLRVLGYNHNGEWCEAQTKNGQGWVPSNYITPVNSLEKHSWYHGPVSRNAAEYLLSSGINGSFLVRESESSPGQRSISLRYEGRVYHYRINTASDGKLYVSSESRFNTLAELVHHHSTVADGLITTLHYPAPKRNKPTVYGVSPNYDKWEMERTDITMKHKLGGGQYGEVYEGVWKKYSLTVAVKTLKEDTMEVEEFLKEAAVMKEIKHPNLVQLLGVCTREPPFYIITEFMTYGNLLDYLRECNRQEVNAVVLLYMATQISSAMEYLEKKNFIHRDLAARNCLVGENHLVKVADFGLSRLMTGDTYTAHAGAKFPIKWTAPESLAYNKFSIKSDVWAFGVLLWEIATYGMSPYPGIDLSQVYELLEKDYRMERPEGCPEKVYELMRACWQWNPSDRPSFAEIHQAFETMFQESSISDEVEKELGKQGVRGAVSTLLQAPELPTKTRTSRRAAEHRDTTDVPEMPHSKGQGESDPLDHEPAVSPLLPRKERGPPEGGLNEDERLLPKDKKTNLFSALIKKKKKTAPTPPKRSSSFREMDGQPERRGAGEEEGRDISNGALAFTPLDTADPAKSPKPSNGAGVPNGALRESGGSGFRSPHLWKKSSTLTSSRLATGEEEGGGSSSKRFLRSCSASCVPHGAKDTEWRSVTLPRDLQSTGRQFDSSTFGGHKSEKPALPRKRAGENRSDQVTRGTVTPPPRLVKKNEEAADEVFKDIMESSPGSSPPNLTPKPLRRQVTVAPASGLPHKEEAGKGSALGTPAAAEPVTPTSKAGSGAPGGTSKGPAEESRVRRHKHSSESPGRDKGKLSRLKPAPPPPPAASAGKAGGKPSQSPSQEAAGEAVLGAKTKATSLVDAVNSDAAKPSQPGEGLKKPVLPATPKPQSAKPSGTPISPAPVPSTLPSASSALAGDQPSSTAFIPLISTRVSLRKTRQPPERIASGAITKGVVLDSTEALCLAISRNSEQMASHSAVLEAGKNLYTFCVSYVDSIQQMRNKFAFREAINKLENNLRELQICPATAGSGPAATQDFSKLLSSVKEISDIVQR
Target sequence (Q13671 whole entry, looked up): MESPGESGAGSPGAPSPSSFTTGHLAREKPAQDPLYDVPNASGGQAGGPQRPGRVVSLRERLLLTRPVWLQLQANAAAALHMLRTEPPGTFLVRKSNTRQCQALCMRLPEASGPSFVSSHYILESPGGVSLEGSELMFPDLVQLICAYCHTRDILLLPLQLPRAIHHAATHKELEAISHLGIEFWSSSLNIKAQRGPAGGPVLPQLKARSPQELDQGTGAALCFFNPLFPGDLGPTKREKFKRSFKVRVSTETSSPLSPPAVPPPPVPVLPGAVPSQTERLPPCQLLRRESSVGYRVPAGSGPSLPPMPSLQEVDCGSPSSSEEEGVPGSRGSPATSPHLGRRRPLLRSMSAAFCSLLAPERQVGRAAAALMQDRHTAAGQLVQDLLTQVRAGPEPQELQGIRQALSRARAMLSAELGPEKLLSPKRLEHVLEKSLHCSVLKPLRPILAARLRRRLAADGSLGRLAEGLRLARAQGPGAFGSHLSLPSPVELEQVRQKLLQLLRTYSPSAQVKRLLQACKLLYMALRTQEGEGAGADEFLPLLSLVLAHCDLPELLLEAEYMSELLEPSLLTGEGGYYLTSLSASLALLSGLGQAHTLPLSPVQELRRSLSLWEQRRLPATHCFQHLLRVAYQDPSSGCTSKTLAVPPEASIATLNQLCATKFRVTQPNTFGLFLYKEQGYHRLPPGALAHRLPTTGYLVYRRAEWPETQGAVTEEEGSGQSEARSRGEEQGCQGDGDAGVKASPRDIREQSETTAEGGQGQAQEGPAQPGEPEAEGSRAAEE
bovine MsrA act = bovine MsrA enzyme activators, primary screen, biochemical, absorbance, HTS | 360,000 tested, 0.3% active | Methionine sulfoxide reductase A (Bos taurus) | purified bovine MsrA, absorbance read-out | activation, % at 10.6 µM | AID 602163, 2012; in the data active = activation above about 7.5%;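 also: 0% = vehicle and 100% = reference activator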
FAS TE block = FAS thioesterase domain inhibitors, primary screen, biochemical, fluorescence intensity, uHTS. AID 602261, 2012. inhibition, % at 15 µM. Fatty acid synthase (Homo sapiens), P49327. recombinant FAS-TE, OMFH fluorogenic substrate, fluorescence endpoint. 360,000 tested, 0.67% active;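 active = compounds whose normalised, plate-corrected inhibition of enzyme fluorescence in the single-dose primary screen is 50% or more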;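 also: 0% = DMSO with enzyme and 100% = substrate without enzyme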
CSN inh = inhibitors of CSN-mediated cullin deneddylation, primary screen, biochemical, fluorescence polarization, uHTS; 360,000 tested, 0.38% active; inhibition, % at 12.5 µM; Purified CSN, SCF-Nedd8-OG deneddylation; AID 651999, 2013;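 active = pattern-corrected inhibition above about 35%, with an unprinted fluorescence ratio check between 0.5 and 1.5, limit read from the data, passing the limit was not always enough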;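 also: 0% = enzyme with substrate and 100% = substrate without enzyme; some results filed as inactive read as strong as hits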
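Material: purified human Csn5 enzyme expressed in HEK293T cells / Medium: Tris buffer pH 7.5, NaCl, DTT, Tween-20, trehalose, ovalbumin / Compound dosing: 12.5 µM single point / Schedule: 90 min incubation of compound, enzyme and substrate at room temperature / Signal: fluorescence polarization of the substrate / Control set: no-enzyme wells high, enzyme-with-substrate wells low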
MsrA inh = bovine MsrA enzyme inhibitors, primary screen, biochemical, absorbance, HTS. purified bovine MsrA, absorbance read-out. inhibition, % at 15.5 µM. 360,000 tested, 0.75% active; in the data active = inhibition above about 4.5%;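 also: 0% = vehicle wells with enzyme and 100% = reference inhibitor wells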
Neddylation inh = inhibitors of cullin neddylation, primary screen, biochemical, TR-FRET, uHTS, NAE and Ubc12. NEDD8-conjugating enzyme Ubc12 (Homo sapiens) + NEDD8-activating enzyme E1 regulatory …. calls only at 25 µM. 360,000 tested, 0.58% active. AID 651699, 2012; in the data active = inhibition above about 36%
eLon inh = inhibitors of E. coli Lon protease, primary screen, biochemical, fluorescence polarization; P0A9M0; 360,000 tested, 0.42% active; AID 602123, 2011; purified E. coli Lon protease; inhibition, % at 7.94 µM; in the data active = inhibition above about 13%, passing the limit was not always enough;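 also: 0% = enzyme with probe and DMSO and 100% = no enzyme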
Tb MetRS inh = T. brucei MetRS inhibitors, primary screen, biochemical, luminescence; AID 624268, 2012; 360,000 tested, 0.4% active; inhibition, % at 11.9 µM; purified T. brucei MetRS, ATP depletion, Kinase-Glo luminescence;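 active = inhibition above a per-plate cutoff of the control wells' mean inhibition plus 3 SD, cut at about 5.5% in these data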;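 also: 0% = DMSO wells median and 100% = median of wells with control inhibitor compound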
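Material – parasite MetRS enzyme · Medium – HEPES-MgCl2-KCl buffer plus DTT, spermine, BSA, pyrophosphatase · Reagent – ATP, methionine and E. coli bulk tRNA substrates · Times – 15 min enzyme-compound preincubation, 2 h reaction, 10 min detection, 25 °C · Measured by – luminescence of leftover ATP · Evaluation – percent inhibition relative to median high and low control wells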
Starred values were filed as active, the others as inactive; i = inactive; x = not tested or not shown; & = joins results of further samples.

SMILES	MLLE-PAM2 inh	Rin1-Abl PPI inh	bovine MsrA act	FAS TE block	CSN inh	MsrA inh	Neddylation inh	eLon inh	Tb MetRS inh
COCOCCn1cc(CN2CCS(=O)(=O)N(Cc3ccc(-c4ccc(F)cc4)cc3)C(C(C)C)C2=O)nn1 (stereo not drawn)	7	2	0	12	6	-0.5	i	-1	-0.7
COc1ccc(-c2noc(CCC(=O)N3CCN(c4ccccc4F)CC3)n2)cc1	-6	-3	3	18	-2	0.2	i	4	-1.0
CCCc1ccc(S(=O)(=O)N2CCN(Cc3ccco3)CC2)cc1	4	-1	-6	12	14	-0.4	i	-6	-0.2
COc1ccc(NC(=O)C(CCS(C)(=O)=O)NC(C)=O)cc1 (stereo not drawn)	9	-5	-3	-6	2	-1.2	i	9	-1.3
O=C(O)COc1ccccc1/C=N/NC(=O)Cc1csc(Nc2cccc(C(F)(F)F)c2)n1	0	2	-5	4	0	1.8	i	16	-0.7
Cn1c(CNC(=O)CCNC(=O)c2ccc(F)c(F)c2)cc(=O)n(C)c1=O	-1	1	-10	-1	1	-0.4	i	2	0.1
Cc1ccc(NC(=O)CN(C)CC(=O)Nc2ccc(N3CCOCC3)cc2)c(C)c1	-10	3	-4	-6	-2	-1.6	i	-2	0.8
CSc1ncccc1C(=O)Nc1cccc(S(=O)(=O)N2CCOCC2)c1	22	1	0	-1	3	-0.8	i	-7	-0.3
O=[N+]([O-])c1cc(Cl)ccc1N1CCN(c2ccccc2O)CC1	6	3	-5	16	-7	0.0	i	-4	3.4
CCOC(=O)c1ccccc1NC(=O)/C=C/c1cc(OC)c(OC)c(OC)c1	-4	-3	-5	4	-1	-1.0	i	7	-1.2
CCOC(=O)C1=CCN(S(=O)(=O)c2cccc(Cl)c2)C1c1ccc(Br)cc1 (stereo not drawn)	10	2	-3	20	2	-0.4	i	-11	-0.6
Cc1cc(Cl)ccc1OCC(=O)NCCOc1nc(N2CCOCC2)nc(N2CCOCC2)n1	1	-2	-2	9	4	-0.1	i	8	-0.5
O=C(Cn1c(=O)oc2ccccc21)N(Cc1ccccc1)C1CCS(=O)(=O)C1 (stereo not drawn)	-18	4	-3	-6	2	0.4	i	-2	1.5
Nc1nc2c(ncn2C2C[C@H](O)[C@@H](CO)O2)c(=O)[nH]1 (stereo partly drawn)	-3	-2	-1	-1	-2	-1.2	i	-117	-0.8
CC(OC(=O)C1CCN(c2ccc(C(F)(F)F)cn2)CC1)C(=O)NC1CCCCC1C (stereo not drawn)	-1	-1	-2	24	4	0.7	i	-5	-0.3
Cn1c(=O)c2ncn(CC(=O)Nc3cccc(-c4nc5ccccc5s4)c3)c2n(C)c1=O	-6	-1	-4	12	3	0.3	i	-12	-0.9
COc1cccc(/C=N/n2c(=S)n(C)c3ccccc32)c1OC	-111	5	3	23	-3	0.1	i	6	0.2
O=C(COc1ccccc1)NC1CCCCCCC1	-7	0	-4	1	4	-0.2	i	7	0.3
O=C(NCc1ccccn1)C1CCCN(Cc2cnn(-c3ccccc3)c2-n2cccc2)C1 (stereo not drawn)	-14	0	0	-6	-4	x	i	6	-0.7
Cc1cccc(N/C(=N\S(=O)(=O)c2ccccc2)C(F)(F)F)c1	0	1	-3	-7	0	-0.4	i	2	-1.1
Cc1ccc(S(=O)(=O)CC2CSc3nc4ccccc4n32)cc1 (stereo not drawn)	-19	-1	-1	-5	2	1.0	i	0	-0.6
O=C(NC1CCCC1)C(=O)c1c[nH]c2ccccc12	8	5	-3	-1	0	1.8	i	-7	0.9
Cc1cccc(Nc2nc(C)cc(C)c2C#N)c1	-8	1	-2	10	-2	0.9	i	2	-0.8
Cc1cc(Br)cn2c(Cc3cccc(F)c3)c(-c3ccc(Cl)cc3)nc12	-1	-16	-3	25	2	0.8	i	-14	-0.5
CC1CCCCN1S(=O)(=O)c1ccc(C(=O)Nc2nnc(C3=COCCO3)o2)cc1 (stereo not drawn)	14	7.8*	-6	-4	-4	1.0	i	-2	-0.4
O=S(=O)(c1ccccc1)[C@@]1(c2ccc(Br)cc2)C[C@@H]2ON=C(c3cccc(Br)c3)[C@@H]2C1	-2	3	0	41	-4	-0.6	i	-5	-0.4
CCN(CC)c1ccc(N2C(=O)C3CCCCC3C2=O)cc1[N+](=O)[O-] (stereo not drawn)	-8	-6	-4	5	-8	-0.3	i	2	-0.1
Cc1ccc(NC(=O)c2ccccc2OCc2c(C)noc2C)cc1S(=O)(=O)N(C)C	9	1	0	12	4	0.1	i	-4	-0.2
COc1ccccc1N1CCN(Cc2cccc(OC)c2OC)CC1	7	3	3	-5	0	-2.3	i	0	1.1
CCOc1ccc(C(=S)N2CCCC2)cc1OCC	38	-1	-2	-6	3	-0.8	i	-5	1.3

Records listed so far shown as hits in Rin1-Abl PPI inh:
smiles | MLLE-PAM2 inh | Rin1-Abl PPI inh | bovine MsrA act | CSN inh | MsrA inh | Neddylation inh | eLon inh | Tb MetRS inh
CC1CCCCN1S(=O)(=O)c1ccc(C(=O)Nc2nnc(C3=COCCO3)o2)cc1 (stereo not drawn) | 14 | 7.8* | -6 | -4 | 1.0 | i | -2 | -0.4

Other compounds:
SMILES	MLLE-PAM2 inh	Rin1-Abl PPI inh	bovine MsrA act	FAS TE block	CSN inh	MsrA inh	Neddylation inh	eLon inh	Tb MetRS inh
COc1ccc(CN=C(C#N)C2=C(O)c3ccccc3C2=O)cc1	16	-1	-7	44	2	2.3	i	7	-1.0
O=[N+]([O-])c1cc2c(cc1Br)CCN2	-5	-5	-5	6	-13	1.6	i	-4	-0.1
COC(=O)C1=C(N)Oc2cc(C)[nH]c(=O)c2C1c1ccccc1OC (stereo not drawn)	1	-6	-4	-4	5	0.2	i	-2	-0.7
CNc1ccc2nnc(C(F)(F)C(F)(F)C(F)(F)F)n2n1	-2	4	-2	0	-10	2.5	i	-6	0.5
CCCCOc1ccc(-c2nnc(-c3ccncc3)o2)cc1	0	2	-1	4	1	1.0	x	-6	-0.8
COc1ccc(Nc2ccc3ccccc3c2)cc1	19	-2	-3	30	6	1.2	x	6	-0.1
CCN(CCn1cccn1)Cc1cn[nH]c1-c1ccc(OC)cc1F	5	1	-2	-1	-6	1.6	i	7	-0.2
O=C(/C=C/c1ccc(F)cc1)N1CCc2ccccc2C1	-1	0	-1	10	-3	0.7	i	1	-0.1
CNC(=O)C1(C)C=CC2(CCCCC2)N1C(=O)OC (stereo not drawn)	-6	1	-2	-12	-2	0.3	i	-4	-0.1
O=C(OCCN1C(=O)CCC1=O)c1ccc(S(=O)(=O)N2CCCCC2)cc1	-1	1	-3	-7	3	-0.4	i	12	-0.7
COc1ccc([C@H]2CC(=O)C=C(c3cccc(Br)c3)C2)cc1OC	-1	2	-3	31	1	-1.2	i	9	-0.1
c1ccc(N2CCOCCOCCOCCOCCOCC2)cc1	8	-1	-3	-3	-9	-0.5	i	-3	0.1
Cc1ccccc1NC(=S)NC(=O)Cc1ccc(Cl)cc1	23	-1	-1	35	4	-0.2	i	5	-0.3
CCCCCCOc1ccc(/C(C)=N/NC2=NCCN2)cc1	9	-5	-1	-138	-5	-1.7	i	0	-0.7
COc1ccc(N(C(=O)c2ccc(S(=O)(=O)N3CCOCC3)cc2)C2C=CS(=O)(=O)C2)cc1 (stereo not drawn)	4	2	-8	-10	4	0.7	i	0	-1.1
Cc1cccn2c(=O)c(/C=C(\C#N)C(=O)NC3CCS(=O)(=O)C3)c(Oc3ccc(F)cc3)nc12 (stereo not drawn)	6	0	-2	10	-2	-0.6	x	0	-0.6
Cc1cc(Cl)cc(Cl)c1OCCOc1cccc2cccnc12	-6	-2	0	26	4	1.1	i	-2	3.1
O=S(=O)(NC1CCCCC1N1CCN(c2ccccc2F)CC1)c1ccccc1 (stereo not drawn)	2	2	-2	22	-2	0.7	i	-9	-0.2
Oc1ccc2c(ccc3[nH]cnc32)c1	-2	-3	-4	-6	-4	-0.2	i	3	-0.8
CN(C)c1cnn(-c2ccccc2)c(=O)c1Cl	-15	0	-4	-11	-6	1.7	i	-2	-0.7
COc1ccc(Cl)cc1C(=O)NNC(=O)c1csc(N2CCOCC2)n1	-7	1	1	-8	-2	0.4	i	-5	-0.5
Cc1cc(C)c(S(=O)(=O)N(CC(=O)O)C2CCCCC2)c(C)c1	-8	1	-4	-6	6	-0.4	i	1	-0.2
COc1ccc(CNC(=O)C2CCCN2C(=O)NCc2ccccc2)cc1 (stereo not drawn)	-12	0	0	-6	-2	-0.2	i	-8	0.2
Cc1ccc(-n2c(SCC(=O)NCc3ccco3)nc3sc(C)c(C)c3c2=O)cc1	-6	-1	-12	-10	6	-0.4	i	8	-1.5
COc1ccccc1N1Cc2ccc(OC)c(OC)c2C1=O	-12	-1	-1	-5	2	0.1	i	-6	-0.5
CC(CCc1ccccc1)NC(=O)CCC(=O)N1CCC(C(=O)O)CC1 (stereo not drawn)	11	0	-5	-7	3	-0.8	i	-9	-0.1
Cc1ccc(NC(=O)/C(=C/c2cccs2)NC(=O)c2ccco2)cc1	13	-3	-7	-8	0	3.9	i	6	-0.4
O=C(O)Cn1cc(CN2CCOCC2)c2ccccc21	-2	0	-2	-4	2	-0.1	i	-1	-1.7
Cc1nc2ccc3[nH]snc3c2n1	23	-6	-2	-2	4	1.6	i	-1	0.5
CC(=O)c1ccc(OCC(O)CN2CCN(Cc3ccc4c(c3)OCO4)CC2)cc1 (stereo not drawn)	-4&9	-5&-2	0&-1	-6&-3	-6&-5	-0.5&-1.2	i	5&-8	-0.1&-0.1
O=C1N=C(N2CCOCC2)S/C1=C/c1cccs1	6	-3	-16	-5	2	5.4*	i	0	-1.1
COc1ccc(-n2nnnc2CNC(=O)c2ccc3c(c2)OCO3)cc1	-8	1	-3	-4	4	0.2	i	1	-0.3
CCOc1ccc2nc(SCc3cccc(C)c3)nc(C)c2c1	-10	-4	-1	-2	9	-0.7	i	-11	-0.4
CC(C)CCN1CCN(Cc2cc(F)ccc2-n2cccn2)CC1CCO (stereo not drawn)	-3	4	-4	-10	1	-0.5	i	-7	-0.4
Cc1ccc(S(=O)(=O)N2CCOCC2)cc1NC(=O)COC(=O)c1ccc(Br)cc1	-28	4	-3	10	1	0.8	i	17	-0.3
COc1ccc(C2CC(=O)c3cnc(NC(=O)c4cc(OC)cc(OC)c4)nc3C2)cc1 (stereo not drawn)	12	-1	0	14	-4	0.6	i	0	0.2

Structures from the list above that contain a furan ring, fused or not (3):
SMILES	MLLE-PAM2 inh	Rin1-Abl PPI inh	bovine MsrA act	FAS TE block	CSN inh	MsrA inh	Neddylation inh	eLon inh	Tb MetRS inh
CCCc1ccc(S(=O)(=O)N2CCN(Cc3ccco3)CC2)cc1	4	-1	-6	12	14	-0.4	i	-6	-0.2
Cc1ccc(-n2c(SCC(=O)NCc3ccco3)nc3sc(C)c(C)c3c2=O)cc1	-6	-1	-12	-10	6	-0.4	i	8	-1.5
Cc1ccc(NC(=O)/C(=C/c2cccs2)NC(=O)c2ccco2)cc1	13	-3	-7	-8	0	3.9	i	6	-0.4
